Screening results (PubChem)
ELG1 genotox: qHTS screen for small molecules that induce genotoxicity in human embryonic kidney (HEK293T) cells expressing luciferase-tagged ELG1; 330,000 compounds, 1.3% hits; Potency, µM (highest dose often 46 µM), inactives show at the top dose activity change, positive = activation, usual class: activators; AID 504466, 2011; HEK293T ELG1-luciferase reporter, luminescence, 16 h; also: potency is read from the fitted curve at half-maximal effect; % of control where 0% means no effect; nearly all actives have a fitted effect of over 60% in size
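Luminescence read-out: rising ELG1-luciferase signal, reflecting elevated ELG1 protein under genetic stress, flags genotoxic compounds. Cells were treated for 16 hr at 37 °C before ONE-Glo detection.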
Rab9 promoter act: qHTS Assay for Rab9 Promoter Activators. 320,000 compounds, 2.8% hits. Huh7 Rab9 promoter-luciferase reporter, luminescence, 24 h. Potency, µM (highest dose often 9.22 µM), for the others: at the highest dose activation, negative = inhibition, hits mostly activators; also: potency is read from the fitted curve at half-maximal effect; % of control where 0% means no effect; nearly all actives have a fitted effect of over 60% in size
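Luminescence from Amplite-detected luciferase (10 minutes, ambient) reports Rab9 promoter activation. Before that, stable Rab9-luciferase Huh7 cells (1500/well, reduced-serum OP-MEM I plus 10% FBS) were exposed to compound for 24 hours at 37C.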
RORg inh: qHTS for inhibitors of ROR gamma transcriptional activity; 310,000 compounds, 5.4% hits; Drosophila S2 Gal4-RORgamma UAS-luciferase reporter, 20 h; Nuclear receptor ROR-gamma (Mus musculus), P51450; AID 2551, 2010; Potency, µM (titrated, usually from 53.6 µM), for inactives: at the highest dose activity change, negative = inhibition, actives largely listed as inhibitors; also: potency is read from the fitted curve at half-maximal effect; % is scaled to controls: 0 for no effect and ±100 for the full control effect; nearly all actives have a fitted effect of over 60% in size
Target sequence (P51450 whole entry, looked up, the tested form may be a part): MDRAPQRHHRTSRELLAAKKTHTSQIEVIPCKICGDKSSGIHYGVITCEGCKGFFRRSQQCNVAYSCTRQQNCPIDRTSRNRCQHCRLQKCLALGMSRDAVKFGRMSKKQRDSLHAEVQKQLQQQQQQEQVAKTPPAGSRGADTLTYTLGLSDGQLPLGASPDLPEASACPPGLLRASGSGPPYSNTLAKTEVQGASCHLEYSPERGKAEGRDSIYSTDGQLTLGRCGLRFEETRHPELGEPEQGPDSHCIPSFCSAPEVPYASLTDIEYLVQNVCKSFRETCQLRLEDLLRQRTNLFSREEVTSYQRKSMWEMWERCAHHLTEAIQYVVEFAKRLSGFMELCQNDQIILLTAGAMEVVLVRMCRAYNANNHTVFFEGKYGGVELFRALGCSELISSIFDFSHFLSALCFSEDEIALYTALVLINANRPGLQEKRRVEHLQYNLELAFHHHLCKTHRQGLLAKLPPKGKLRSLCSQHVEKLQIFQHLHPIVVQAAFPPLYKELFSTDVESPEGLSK
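Compounds are pin-transferred onto Drosophila Schneider cells expressing a copper-inducible Gal4–ROR gamma transactivation domain fusion. After 1 hr, copper sulfate is added to 700 uM final; luciferase is read 20 hr later.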
Menin-MLL TR inh: qHTS Assay for Inhibitors Targeting the Menin-MLL Interaction in MLL Related Leukemias: Competition With Texas Red Labeled MLL-derived Mutant Peptide; 270,000 compounds, 0.23% hits; O00255; Potency, µM (doses to about 61.6 µM), inactives show at the top dose FP activity change, negative = inhibition, hits mostly inhibitors; Menin + Texas Red MLL mutant peptide, fluorescence polarization; active = well fitted inhibition curve with a large enough effect in the polarisation, with a control signal flat, not every such curve was filed as active; inconclusive = small, poorly fitted or top-dose-only effect, or effect the other way, or a change in a side signal; inactive = no such curve, though single readings can be large or run the other way; the % refers to the polarisation; also: potency is read from the fitted curve at half-maximal effect; % of control where 0% means no effect; many of its hits are not listed in these tables
BRCA1 expr up: qHTS Assay to Identify Small Molecule Activators of BRCA1 Expression | MCF7-BRCA1-FFLuc reporter, luminescence, 48 h; response scale: scaled: vehicle 0%, 10 µM genistein 100% | Potency, µM (doses to about 46.1 µM), for inactives: at the top dose activation, usual class: activators | 380,000 compounds, 1.1% hits | AID 624202, 2012; also: potency is read from the fitted curve at half-maximal effect; nearly all actives have a fitted effect of over 80% in size; some results filed as inactive show a strong effect at the top dose
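Using MCF7 cells harboring a BRCA1 firefly luciferase reporter, plated 2 h before compound pinning, the screen measured luminescence after 48 h incubation. Responses were normalized to DMSO and 10 microM genistein, then fitted for concentration-effect.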
Gal4-VP16 FLuc: VP16 counterscreen qHTS for inhibitors of ROR gamma transcriptional activity; Drosophila S2 Gal4-VP16 UAS-luciferase, luminescence, 20 h; Potency, µM (doses to about 53.6 µM), for inactives: top-dose activity, negative = inhibition, most hits filed as inhibitors; 310,000 compounds, 3.5% hits; AID 2546, 2010;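 also: Gal4-VP16 expression switched on by copper sulfate through the metallothionein promoter; potency is read from the fitted curve at half-maximal effect; % is scaled to controls: 0 for no effect and ±100 for the full control effect; nearly all actives have a fitted effect of over 50% in size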
Giardia killer: Small Molecules that selectively kill Giardia lamblia: qHTS | activity change, % at 7.66 µM, hits read low | Giardia lamblia trophozoite viability | AID 540267, 2011 | 340,000 compounds, 0.15% hits; in the data active = activity change below about -80%; inconclusive = between about -30% and that limit;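 also: parasites exposed to compound for two days anaerobically before the ATP read; % is scaled to controls: 0 for no effect and ±100 for the full control effect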
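Giardia trophozoites, 100 cells per well, were exposed to compounds for 48 hrs at 37 deg C under anaerobic conditions; viability was then read as ATP content by bioluminescence after 15-30 min at room temperature.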
FLuc counter: qHTS profiling assay for firefly luciferase inhibitor/activator using purifed enzyme and Km concentrations of substrates (counterscreen for miR-21 project); Luciferin 4-monooxygenase (Photinus pyralis), P08659; purified FLuc, Km substrates, luminescence inhibition; Potency, µM (series often up to 57.5 µM), inactives show at the top dose activity change, negative = inhibition, actives largely listed as inhibitors; 360,000 compounds, 6.9% hits; AID 588342, 2011;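 also: potency is read from the fitted curve at half-maximal effect; plate controls were vehicle for no effect and reference inhibitor for full effect; nearly all actives have a fitted effect of over 55% in size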
Target sequence (P08659 whole entry, looked up): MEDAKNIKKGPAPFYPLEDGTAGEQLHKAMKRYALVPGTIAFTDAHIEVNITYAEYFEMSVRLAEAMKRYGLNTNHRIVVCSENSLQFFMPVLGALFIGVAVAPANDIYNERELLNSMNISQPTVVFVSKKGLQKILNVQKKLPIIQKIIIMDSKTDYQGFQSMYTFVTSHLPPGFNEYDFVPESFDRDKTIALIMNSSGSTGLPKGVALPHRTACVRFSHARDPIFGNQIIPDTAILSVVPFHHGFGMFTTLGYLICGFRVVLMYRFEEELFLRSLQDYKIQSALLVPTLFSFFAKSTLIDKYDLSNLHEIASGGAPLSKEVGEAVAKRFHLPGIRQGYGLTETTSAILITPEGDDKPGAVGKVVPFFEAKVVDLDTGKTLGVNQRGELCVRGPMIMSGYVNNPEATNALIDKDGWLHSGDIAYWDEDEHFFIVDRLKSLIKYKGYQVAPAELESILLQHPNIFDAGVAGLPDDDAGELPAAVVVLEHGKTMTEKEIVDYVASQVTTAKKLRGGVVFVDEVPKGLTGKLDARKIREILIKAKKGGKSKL
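Purified P. pyralis luciferase, 10 nM final, with Km-level 10 uM D-luciferin and 10 uM ATP in 50 mM Tris acetate pH 7.5, 10 mM Mg acetate, 0.01% Tween-20, 0.05% BSA; 6-point qHTS titration about 60 µM downward; luminescence read.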
PKM2 act: qHTS Assay for Activators of Human Muscle isoform 2 Pyruvate Kinase; Pyruvate kinase PKM (Homo sapiens), P14618; purified PKM2, Kinase-Glo ATP luminescence, activation; response scale: 0% is enzyme alone, no compound; Potency, µM (titrated, usually from 57.5 µM), without a hit: at the highest dose activation, usual class: activators; 260,000 compounds, 0.34% hits; AID 1631, 2009; also: potency is read from the fitted curve at half-maximal effect; % is scaled to controls: 0 for no effect and ±100 for the full control effect; nearly all actives have a fitted effect of over 55% in size
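Purified hPK-M2 (>95%) run at intermediate activity with 0.1 mM ADP and 0.5 mM PEP in 50 mM imidazole pH 7.2, KCl, MgCl2; 1 h room temperature. ATP formed read by Kinase-Glo luminescence; normalized to uninhibited and no-enzyme controls.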
p53 reactivator: qHTS assay for re-activators of p53 using a Luc reporter | H1299 p53-A138V BP100-luciferase reporter, luminescence, 24 h | Potency, µM (titrated, usually from 92.2 µM), for the others: at the highest dose activity change, positive = activation, actives largely listed as activators | 320,000 compounds, 0.063% hits; also: potency is read from the fitted curve at half-maximal effect; % of control where 0% means no effect; nearly all actives have a fitted effect of over 45% in size
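H1299 (p53-null), stable ts p53-A138V + BP100-Luc; 1000 cells/well, Opti-MEM/10% FBS; cpd 4 pt, 1:5; 24 h, 37 deg C, 5% CO2; detection reagent 10 min RT; luminescence.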
NPC1 prom act: qHTS Assay for NPC1 Promoter Activators. Huh7 NPC1 promoter luciferase reporter, 24 h. Potency, µM (series often up to 9.22 µM), for the others: top-dose activation, usual class: activators. 320,000 compounds, 2.4% hits;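 also: potency is read from the fitted curve at half-maximal effect; % of control where 0% means no effect; nearly all actives have a fitted effect of over 60% in size; reporter is driven by a mutant NPC1 promoter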
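Quantitative HTS used a cell-based reporter: Huh7 cells stably bearing the NPC1 promoter upstream of luciferase were treated with compounds for 24 h, and promoter activation was read as luminescence.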
Starred values were filed as active, the others as inactive; ? = inconclusive; nt = not tested or not shown; [ ] = remark or other dose. Unless noted, calls follow the shape of the dose curve; as a rule, active = well fitted curve in the direction sought with a large enough effect; inconclusive = small, poorly fitted or top-dose-only effect, or another doubt; inactive = no such curve, though single readings can be large; an effect the other way counts as inactive or inconclusive.

Results follow in this order: p53 reactivator	Rab9 promoter act	Giardia killer	ELG1 genotox	Gal4-VP16 FLuc	FLuc counter	RORg inh	Menin-MLL TR inh	PKM2 act	BRCA1 expr up	NPC1 prom act
Cc1cc(N2C(=O)C(O)=C(C(=O)c3ccco3)C2c2ccc(Cl)cc2)no1 (stereo not drawn)
  8.9%	0.2%	-5.7	-3.9%	2.0%	0.6%	15.3%	nt	nt	-14.5%	6.3%
CCC(O)(c1ccc(OC)cc1)C(CN1CCOCC1)c1ccccc1 (stereo not drawn)
  -1.4%	-5.8%	13.4	-5.3%	2.6%	-0.6%	10.1%	?	-0.4%	-14.3%	-3.9%
CC(C)CC(OC(=O)c1ccco1)C(=O)NC1CCCC1 (stereo not drawn)
  -3.1%	-3.3%	-4.6	-1.8%	-9.2%	2.5%	6.5%	nt	nt	-2.7%	2.9%
COC(=O)CN1C(=O)Nc2ccc(Br)cc2C1c1ccccc1Cl (stereo not drawn)
  -5.5%	-17.6%	4.9	-1.7%	-0.7%	-2.3%	-7.4%	-5.4%	3.2%	-29.1%	-0.1%
O=C(NN=C1CCCC1)c1cccc(Br)c1
  nt	-0.4%	-6.1	8.3%	-8.9%	0.8%	?	16.3%	0.4%[11.5 µM]	-17.7%	-8.3%
O=C(NCc1nnc(SC/C=C/c2ccccc2)o1)c1ccco1
  -5.0%	0.6%	-1.2	0.3%	4.7%	8.2%	-2.7%	-10.6%	4.8%	-1.9%	-5.0%
CC1(NC(=O)c2ccccc2)CCN(CCCc2ccccc2)C1=O (stereo not drawn)
  -12.8%	-3.8%	-26.0	-5.9%	nt	-1.3%	nt	nt	nt	0.6%	2.6%
O=C(Cc1ccc(S(=O)(=O)N2CCOCC2)s1)NC1CCCCC1
  1.0%	-1.2%	-15.2	0.0%	nt	2.6%	nt	nt	nt	-13.7%	-3.1%
CC1CCc2sc(C(=O)NCC(C)(C)N3CCOCC3)cc2C1 (stereo not drawn)
  6.3%	1.3%	5.3	-0.4%	nt	-7.9%	nt	nt	nt	-3.6%	-2.7%
Cc1ccc(S(=O)(=O)N2CCC(=O)N(C(COCc3cccc(C)c3)C(C)C)CC2)cc1 (stereo not drawn)
  -1.8%	-4.4%	-18.5	-3.1%	-22.6%	1.0%	3.1%	0.9%	-0.3%	-25.3%	-4.1%
CCOC(=O)Cn1cc(C(=O)C(C)(C)C)c2ccccc21
  -2.1%	-18.6%	-4.0	0.9%	-4.8%	-0.6%	5.0%	-3.2%	0.8%	36.5%	-4.5%
CCCCCn1c2nc3ccccc3nc2c2c(=O)n(CC(C)C)cnc21
  0.4%	-1.7%	4.7	-1.6%	-7.6%	8.6%	-12.5%	-3.2%	-0.9%	0.0%	-1.2%
O=C(COc1ccccc1)N=C1SC2CS(=O)(=O)CC2N1c1cccc(F)c1 (stereo not drawn)
  6.1%	0.9%	-17.0	3.1%	-5.8%	-2.2%	0.1%	nt	nt	-31.7%	1.3%
Cc1onc(-c2ccccc2)c1C(=O)Nc1ccc2c(C)cc(=O)oc2c1
  -5.3%	-6.3%	-11.5	1.2%	-3.2%	-2.8%	-1.4%	3.5%	-0.1%	-8.1%	-0.9%
COc1ccc(NC(=O)CSc2nncn2C)cc1OC
  6.7%	0.2%	2.8	0.9%	4.0%	6.2%	-12.2%	-1.6%	-21.4%	-0.9%	0.0%
Cc1ccc(C)c(NC(=O)CCN2CC(C)OC(C)C2)c1 (stereo not drawn)
  19.4%	-6.5%	-7.6	2.9%	-9.8%	-0.1%	-4.6%	-2.9%	1.9%	-15.4%	-4.2%
COc1cc(C(C(=O)NC2CCCC2)N(Cc2ccccc2)C(=O)c2snc(C(N)=O)c2N)ccc1O (stereo not drawn)
  -1.1%	-3.2%	1.0	-18.3%	-16.6%	1.0%	-5.0%	-1.3%	2.5%	-2.2%	1.3%
COc1ccccc1CNC(=O)COC(=O)c1ccccc1SCC(=O)N1CCCC1
  2.4%	-4.0%	-2.7	7.6%	nt	?	nt	nt	nt	-1.3%	-1.6%
Cc1nn(-c2ccccc2)c(C)c1/C=N/NC(=O)c1cnccn1
  0.1%	9.1%	10.3	7.0%	-9.5%	?	10.9%	nt	-1.3%	-12.9%	11.6%
Cc1ccc(-c2[nH]c3ccccc3c2C(C[N+](=O)[O-])c2ccco2)cc1 (stereo not drawn)
  -15.2%	-2.2%	4.6	-17.4%	22.4µM*	-5.2%	3.1%	?	-13.6%	-76.9%	3.7%
CCCCn1c(N)c(N(CC(C)C)C(=O)c2ccncc2)c(=O)[nH]c1=O
  -0.5%	2.8%	-6.5	-3.7%	nt	-0.8%	nt	nt	nt	-5.4%	-0.3%
O=C(CSCc1ccccc1)N/N=C/c1cc2c(cc1Br)OCO2
  2.5%	-2.0%	26.1	-0.3%	11.2µM*	-11.0%	?	-6.2%	-0.3%	-15.4%	-2.1%
CCCN(CC(=O)Nc1ccccc1C)C(=O)c1ccc2c(c1)S(=O)(=O)N=C1CCCCCN12
  -0.2%	7.4%	8.4	1.2%	nt	-0.7%	nt	nt	nt	-0.2%	-2.2%
Cc1ccccc1NC1=C(Cl)C(=O)OC1OC(C)C (stereo not drawn)
  -0.6%	-2.1%	2.8	-0.1%	7.9%	1.4%	-24.9%	6.9%	1.3%	6.0%	-4.9%
Cc1nn2c(-c3ccncc3)ccnc2c1Cl
  -1.2%	-4.1%	-6.3	7.0%	-22.7%	-1.8%	0.2%	4.7%	6.7%	-1.4%	-4.8%
CCCn1nnnc1NC(=O)c1ccc(C)cc1Cl
  3.8%	4.4%	6.0	2.7%	6.31µM*	-2.7%	3.55µM*	-2.6%	0.6%	4.0%	-2.2%
OCCCCNCc1ccc(OCc2ccc(Cl)cc2Cl)cc1
  -49.7%[inhibitor]	-4.5%	6.1	-2.5%	-15.0%	-5.3%	?	-19.1%	-15.2%	-37.3%	1.3%
O=C(CC1Oc2ccccc2NC1=O)NCCCN1CCCC1=O (stereo not drawn)
  -3.0%	-4.5%	-15.0	-1.1%	-1.1%	-0.2%	7.9%	-4.6%	1.8%	0.0%	1.7%
CC(=O)c1c(C)[nH]c(C(=O)NCCc2ccc(Cl)cc2)c1C
  2.6%	14.2%	-4.9	-1.6%	-1.9%	-18.8%	31.9%	3.1%	2.3%	33.4%	7.8%
Cc1ccc(OCCC(=O)OCC(=O)NC(=O)NC2CCCCC2)cc1
  6.9%	-3.6%	?	-2.7%	nt	0.9%	nt	nt	nt	-9.8%	4.6%
Cc1ccc(NS(=O)(=O)c2ccc(C(=O)N3CCCN(C)CC3)cc2)cc1
  -0.8%	1.6%	-4.1	-0.6%	-8.6%	0.0%	-0.4%	9.3%	-3.4%	-10.0%	-0.7%
Cn1cc([N+](=O)[O-])c(C(=O)NCc2cc3ccccc3[nH]2)n1
  -0.4%	-3.0%	?	-3.2%	-3.9%	1.7%	14.3%	24.7%	6.0%	-7.7%	0.1%
NC(=O)NC(=O)CSc1nc2cc([N+](=O)[O-])ccc2n1-c1cccc(C(F)(F)F)c1
  -9.0%	-2.8%	19.8	-8.6%	-1.8%	-1.0%	?	nt	0.9%	11.5%	-5.4%

An excerpt, so the mix of outcomes need not match the whole.
